# Bioassay records (PubChem BioAssay)
# CRE-bla Fsk: Cell signaling CRE-BLA (Fsk stim); CHO CRE-bla reporter (cAMP response element driving beta-lactamase), forskolin EC10, beta-lactamase ratio; Potency, µM (titrated, usually from 38.2 µM), for the others: at the top dose activity change, negative = inhibition, usual class: activators; 2.5% of 71,000 active; AID 662, 2007; active = well fitted activation curve with a large enough effect in the signal ratio, with a control signal flat, not every such curve was filed as active; inconclusive = small, poorly fitted or top-dose-only effect, or effect the other way, or a change in a side signal; the % refers to the signal ratio; note: potency is the fitted concentration of half-maximal effect; % of control where 0% means no effect
#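 Beta-lactamase reporter under a cAMP responsive element in CHO cells; compounds tested in titration series against EC10 NKH 477, 3 h at 37 °C. Read-out: CCF4 FRET ratio 460nm/530nm (excitation 405nm) giving %Activity, fitted to AC50.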
# ERK AVP inh: qHTS Assay for Inhibitors of the ERK Signaling Pathway using a Homogeneous Screening Assay; HEK293-V1b, vasopressin-stimulated pERK AlphaScreen; Potency, µM (series often up to 57.5 µM), for the others: at the highest dose activity, negative = inhibition, most hits filed as inhibitors; 0.99% of 72,000 active; note: potency is the fitted concentration of half-maximal effect; % is set by controls: 0 for no effect and ±100 for the full control effect; nearly all actives have a fitted effect of over 55% in size
#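 V1b-HEK293 cells; cpd 30 min 37C; 25 nM vasopressin 5 min; lyse 10 min; AlphaScreen beads 5 hr RT. Normalized to DMSO basal and 25 nM vasopressin; AC50 by Hill fit.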
# FLuc inh: qHTS Assay for Inhibitors of Firefly Luciferase; purified firefly luciferase, luminescence, 8 min; Potency, µM (series often up to 57.1 µM), for the others: at the top dose activity change, negative = inhibition, usual class: inhibitors; 2.2% of 72,000 active; AID 411, 2009; note: potency is the fitted concentration of half-maximal effect; % is set by controls: 0 for no effect and ±100 for the full control effect; nearly all actives have a fitted effect of over 40% in size
# Target sequence (P08659 whole entry, looked up): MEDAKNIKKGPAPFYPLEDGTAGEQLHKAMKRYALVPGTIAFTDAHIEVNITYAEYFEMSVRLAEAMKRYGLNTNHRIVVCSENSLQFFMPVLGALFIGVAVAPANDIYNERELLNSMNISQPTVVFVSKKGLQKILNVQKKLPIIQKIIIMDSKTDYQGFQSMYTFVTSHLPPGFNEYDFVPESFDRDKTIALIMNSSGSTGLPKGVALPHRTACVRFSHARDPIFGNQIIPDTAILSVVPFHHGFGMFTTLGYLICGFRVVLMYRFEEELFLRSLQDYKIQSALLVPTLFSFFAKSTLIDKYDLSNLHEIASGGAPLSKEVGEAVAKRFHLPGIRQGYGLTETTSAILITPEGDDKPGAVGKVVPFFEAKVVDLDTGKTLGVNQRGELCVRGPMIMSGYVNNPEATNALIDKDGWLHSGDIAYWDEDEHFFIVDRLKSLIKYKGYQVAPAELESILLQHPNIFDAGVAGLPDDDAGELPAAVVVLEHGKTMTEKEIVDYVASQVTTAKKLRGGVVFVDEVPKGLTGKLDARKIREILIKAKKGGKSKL
#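 Firefly luciferase (PKLight detection mix) with 10 uM ATP in pH 7.2 imidazole buffer (KCl, MgCl2, Tween 20, BSA). Compounds tested across a concentration series (qHTS). Luminescence read after 8 min at ambient temperature.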
# Hsp90 Hop PPI: qHTS Assay for Disrupters of an Hsp90 Co-Chaperone Interaction | Hsp90 C-terminal peptide / TPR2A (Hop) interaction, human | AlphaScreen TPR2A-His6 binding biotin-Hsp90 C-terminal peptide | Potency, µM (series often up to 57 µM), without a hit: top-dose activity change, negative = inhibition | 0.44% of 71,000 active | AID 595, 2007; active = well fitted curve in either direction with a large enough effect; inconclusive = small, poorly fitted or top-dose-only effect, or another doubt; note: potency is the fitted concentration of half-maximal effect; % is set by controls: 0 for no effect and ±100 for the full control effect; many of its hits are not listed in these tables
# 15-hLO inh: qHTS Assay for Inhibitors of 15-hLO (15-human lipoxygenase). purified 15hLO-1, xylenol orange hydroperoxide absorbance. Potency, µM (series often up to 57.1 µM), without a hit: at the top dose activity change, negative = inhibition, actives largely listed as inhibitors. 1.4% of 74,000 active. AID 887, 2007; note: potency is the fitted concentration of half-maximal effect; % is set by controls: 0 for no effect and ±100 for the full control effect; nearly all actives have a fitted effect of over 55% in size
#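 Compounds were preincubated 15 min at room temperature with 40 nM purified human enzyme (25 mM Hepes pH 7.5, 0.01% Triton X-100); 50 uM arachidonic acid reacted 6 min. Fe-xylenol orange detection, 30 min, absorbance ratio 573/405 nm.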
# Epigenetic mod: qHTS Assay for Epigenetic Modulators; mouse C127i GFP locus derepression, cytometry, 30 h; Potency, µM (highest dose often 46.1 µM), inactives show at the highest dose GFP derepression (activation); 0.09% of 68,000 active; AID 597, 2007; note: % of control where 0% means no effect
#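 Read-out is the number of GFP-positive cells, scored as fluorescent objects 20 to 120 um wide, reflecting derepression of a silenced CMV-GFP reporter in murine C127i cells after 30 h compound exposure at 37 C.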
# HBB splicing: qHTS Assay for Modulators of Hemoglobin Beta Chain Splicing. HBB splicing reporter cell assay, activation; EGFP reporter with mutant IVS2-654 intron; response scale: normalised to 500 nM splice-correcting PNA. Potency, µM (highest dose often 46.1 µM), inactives show at the highest dose activation, usual class: activators. 0.06% of 65,000 active; note: potency is the fitted concentration of half-maximal effect; 0% is about no effect
#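 HeLa cells stably expressing EGFP interrupted by mutant beta-globin intron 2 (IVS2-654), 500/well in 2% FCS. Treated with compound for 2 days at 37C. Splicing correction scored as total well GFP intensity (488 nm excitation, 500-520 nm emission); 500 nM antisense PNA served as control.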
# Ub-GFP proteasome: Ubiquitin-GFP Assay | Ubiquitin-GFP reporter cells, proteasome inhibition, GFP fluorescence; response scale: untreated = 0%, 10 µM MG-132 = 100% | Potency, µM (titrated, usually from 45.9 µM), for inactives: at the highest dose activation (GFP accumulation), usual class: activators | 67,000 tested, under 10 active; active = well fitted activation curve with a large enough effect, not every such curve was filed as active; inconclusive = small, poorly fitted or top-dose-only effect, or another doubt; inactive = no such curve, though single readings can be large or run the other way; note: potency is the fitted concentration of half-maximal effect
#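 Proteasome block read as GFP accumulation: ubiquitin(G76V)-GFP U2OS cells exposed to compound (2.9 nM–46 uM) for 4 hr at 37 C. Normalization used untreated cells as 0% and 10 uM MG-132 as 100%; concentration-response curves fitted.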
# Pol III holo inh: qHTS Assay for Inhibitors of DNA Polymerase III Holoenzyme System; reconstituted DNA polymerase III holoenzyme replication, biochemical; Potency, µM (series often up to 57.1 µM), inactives show at the highest dose activity change, negative = inhibition; 0.25% of 71,000 active; AID 603, 2007; note: potency is the fitted concentration of half-maximal effect; % is set by controls: 0 for no effect and ±100 for the full control effect
#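 Reconstituted *E. coli* holoenzyme (0.35 nM Pol III, 1 nM beta, 154 nM SSB, 2 nM primase) was preincubated with compound for 15 min at RT. Synthesis on 1.4 nM ssM13Gori ran 35 min, then was stopped with PicoGreen/EDTA and read as dsDNA fluorescence.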
# HADH2 inhib: qHTS Assay for Inhibitors of HADH2 (Hydroxyacyl-Coenzyme A Dehydrogenase, Type II); 3.4% of 73,000 active; AID 886, 2007; recombinant HADH2, NADH fluorescence, beta-hydroxybutyryl-CoA; Potency, µM (titrated, usually from 57.1 µM), for the others: at the top dose activity change, negative = inhibition, actives largely listed as inhibitors; 3-hydroxyacyl-CoA dehydrogenase type-2 (Homo sapiens), Q99714; note: potency is the fitted concentration of half-maximal effect; % is set by controls: 0 for no effect and ±100 for the full control effect; nearly all actives have a fitted effect of over 60% in size; many of its hits are not listed in these tables
# Target sequence (Q99714 whole entry, looked up, one chain of several): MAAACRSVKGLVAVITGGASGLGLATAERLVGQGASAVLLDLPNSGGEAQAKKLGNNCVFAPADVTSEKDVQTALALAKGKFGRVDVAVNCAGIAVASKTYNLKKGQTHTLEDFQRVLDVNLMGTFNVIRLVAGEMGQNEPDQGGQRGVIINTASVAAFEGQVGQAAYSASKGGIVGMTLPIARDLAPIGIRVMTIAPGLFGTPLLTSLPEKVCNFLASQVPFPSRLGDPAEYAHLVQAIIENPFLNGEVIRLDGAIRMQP
#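 His-tagged recombinant enzyme from E. coli, 20 nM, preincubated 15 min RT with compound; reaction started with 1 mM NAD+ and 90 uM beta-hydroxybutyryl-CoA in 100 mM Tris-HCl pH 9.0. NADH fluorescence (ex 360/em 450) read over 4 min; last-minus-first difference.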
# Tau filament bind: qHTS Assay for Tau Filament Binding. Microtubule-associated protein tau (Homo sapiens), P10636. recombinant tau filaments, thioflavin S fluorescence, 15 h; filaments grown with octadecylsulfate alongside compound. Potency, µM (series often up to 57.1 µM), for the others: top-dose activity change, negative = inhibition. 2% of 71,000 active;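 note: potency is the fitted concentration of half-maximal effect; % is set by controls: 0 for no effect and ±100 for the full control effect; actives lower thioflavin S fluorescence by blocking filaments or displacing dye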
#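 Thioflavine S fluorescence (ex 450, em 510 nm) reports filaments formed from 1 uM human tau plus 30 uM ODS over 15 h at 37 C (10 mM HEPES pH 7.4, 100 mM NaCl, 5 mM DTT); compounds displacing dye or blocking filaments lower signal.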
# Starred values were filed as active, the others as inactive; ? = inconclusive; . = not tested or not shown; [ ] = another dose, or the depositor's remark. Unless noted, calls come from the whole dose curve; as a rule, active = well fitted curve in the direction sought with a large enough effect; inconclusive = small, poorly fitted or top-dose-only effect, or another doubt; inactive = no such curve, though single readings can be large; an effect the other way counts as inactive or inconclusive. A portion of the library. The share of hits here may be higher or lower than overall.
SMILES,CRE-bla Fsk,ERK AVP inh,FLuc inh,Hsp90 Hop PPI,15-hLO inh,Epigenetic mod,HBB splicing,Ub-GFP proteasome,Pol III holo inh,HADH2 inhib,Tau filament bind
COc1ccc(NC(=O)C(c2ccc(OC)cc2)N(C)C(=O)c2cnccn2)cc1 (centres undefined),-33%,11%,-1%,2%,3%,2%,-1.4%,1%,-3%,13%,0%
CCOc1ccccc1C(=O)NCC(=O)OCC(=O)c1ccc2c(c1)OCCO2,?,-1%,-25%,-1%,-7%,-1%,0.0%[57.5 µM],0%,9%,-1%,3%
COc1ccc(CC(NC(C)=O)C(=O)NC2CCN(C(=O)NCc3ccccc3)CC2)cc1OC (centres undefined),-1%,2%,1%,-5%,5%,0%,-2.8%,-3%,-13%,0%,5%
c1cn(-c2ncnc3ccc(-c4ccoc4)cc23)cn1,?,-13%,1%[2.29 µM],-12%,2%,-1%[9.22 µM],0.4%,3%,-9%,14%,41%
COc1cc(C(=O)N(Cc2ccccn2)CC2CCCO2)cc(OC)c1OC (centres undefined),6%,12%,2%,-4%,6%,4%,.,-2%,-5%,-4%,7%
CCOC(=O)C1CCCN(S(=O)(=O)c2cccc3cccnc23)C1 (centres undefined),2%,-6%,0%,2%,6%,-3%,0.3%,5%,-6%,7%,-1%
CN(C)c1oc(-c2ccccc2Cl)nc1C#N,?,-20%,3%,-17%,-11%,-3%,-1.7%,-3%,-7%,34%[activator],-4%
COc1ccc(NS(=O)(=O)c2ccc(NS(C)(=O)=O)cc2)cc1,?,?,-5%,-4%[11 µM],-7%[11.4 µM],-2%,-4.4%[0.0738 µM],-15%[9.17 µM],-1%[11.4 µM],-5%[11.4 µM],1%[11.4 µM]
COc1ccccc1NC(=O)CCn1c(=O)sc2ccccc21,-1%,33%[activator],-1%,0%,4%,-2%,-1.4%,-11%,0%,-9%,8%
O=C(Nc1cccc2ncccc12)c1cc2ccccc2o1,-9%,-13%,-15%,-5%,0%,0%,0.3%,0%,1%,1%,-8%
CCCCS(=O)(=O)Nc1ccc(Cc2ccncc2)cc1,4%,0%,-1%,-3%,4%,0%,-2.6%,1%,-7%,10%,-4%
O=C(c1nnc(-c2ccncc2)o1)c1ccccc1Cl,4%,?,-9%,-6%,6%,-1%,-0.9%,2%,8%,-4%,-4%
CC(=O)N1CCc2cc(S(=O)(=O)NCCCOC(C)C)ccc21,23%,1%,-1%,-9%,5%,-2%,-1.4%,2%,8%,9%,-4%
CCCCn1c(N)c(N(CCC(C)C)C(=O)CSc2nnc(C)s2)c(=O)[nH]c1=O,6%,-15%,1%,1%,-5%,0%,3.2%,-1%,-1%,29%,0%
COc1ccc(OC)c(S(=O)(=O)N2CCN(c3c(C)cccc3C)CC2)c1,-3%,.,1%,10%,-1%,.,-0.7%,6%,0%,6%,33%
CC(=O)OC1c2ccccc2C(=O)N1Cc1ccccc1Cl (centres undefined),-8%,3%,-9%,-4%[2.3 µM],-7%,.,-0.5%,0%,-8%,2%,10%
CCOCC(=O)Nc1cccc(Br)c1,1%,3%,-1%,-1%,-2%,14%,-1.7%,0%,-8%,7%,3%
COCCCNC(=O)c1cc(C)nc2ccc(F)cc12,2%,-8%,-8%,-6%,0%,3%,2.6%,-5%,-7%,?,0%
CN1C(=O)CC(N2CCN(CCN=CC3=C(O)CC(C)(C)CC3=O)CC2)C1=O (centres undefined),?,-1%,1%,1%,17%,-3%,0.1%[57.5 µM],1%,1%,3%,10%
O=S(=O)(c1cccc(S(=O)(=O)N2CCC(n3nnc4ccccc43)CC2)c1)N1CCCCC1,4%,3%,0%,0%,-1%,1%,.,-2%,-5%,6%,12%
COc1ccccc1C(=O)Nc1ccc2c(c1)nc(CCNC(C)=O)n2C,6%,6%,?,?,8%,0%,-0.7%,2%,-19%,-9%,10%
CC=O,3%,-2%,.,1%,-5%,.,-0.3%,.,-1%,-3%,-3%
COC(=O)c1cc(Br)c(=O)n(-c2ccccn2)c1,1%,-4%,1%,-2%,8%,-3%,0.4%[0.369 µM],-3%,-8%,4%,2%
C=CCNC(=O)C1CCCN(S(C)(=O)=O)C1 (centres undefined),?,12%,1%,0%,5%,2%,-1.0%,7%,-7%,5%,-9%
CCOc1ccccc1C(=O)N(CCC(=O)OC)c1ccccn1,-8%,-5%,2%,-3%,-11%,6%,0.6%,-11%,0%,7%,4%
# Continued.
SMILES,CRE-bla Fsk,ERK AVP inh,FLuc inh,Hsp90 Hop PPI,15-hLO inh,Epigenetic mod,HBB splicing,Ub-GFP proteasome,Pol III holo inh,HADH2 inhib,Tau filament bind
N#CC1=C(SCc2ccccc2)NC(=O)CC1c1ccc(O)cc1 (centres undefined),?,?,-2%,-4%[11 µM],-24%[11.4 µM],0%,-1.6%[0.0738 µM],3%[9.17 µM],2%[11.4 µM],?,-2%[11.4 µM]
CCCOCC1CC2(SC(=Nc3ccc(C)cc3)NC2=O)C(=O)O1 (centres undefined),-4%,-6%,0%,5%,-6%,3%,-0.5%,-6%,-4%,10%,3%
CCOC(=O)CSc1nnc(CSc2nc(N)c3c(C)c(C)sc3n2)n1-c1ccccc1,?,-15%,0%,-10%[11 µM],-14%[11.4 µM],-2%,-4.2%[0.0738 µM],-11%[9.17 µM],-4%[11.4 µM],-12%[11.4 µM],41%[11.4 µM]
Cc1cc(NC(=O)CCC(=O)N(c2ccc(F)cc2)C(C(=O)NC2CCCC2)c2ccncc2)no1 (centres undefined),1%,4%,3%,-5%,6%,-2%,-2.2%,0%,-1%,5%,-5%
O=c1c2ccccc2nc2n1CCCCN2,11%,-4%,1%,1%,9%,10%,5.8%,-3%,2%,?,1%
Cn1cccc1Cc1nnc(SCC(=O)NC2CCCCC2)n1-c1ccc(F)cc1,-5%,-26%,1%,-3%[2.3 µM],-4%,.,-0.2%,-9%,1%,1%,27%
CC1CCCN(C(=O)CN2C(=O)c3ccccc3C2=O)C1 (centres undefined),?,-18%,1%,-6%[11 µM],12%[11.4 µM],2%,-6.2%[0.0738 µM],0%[9.17 µM],0%[11.4 µM],-2%[11.4 µM],-9%[11.4 µM]
CCC(=O)N1CCc2cc(S(=O)(=O)NCCCN3CCN(Cc4ccccc4)CC3)ccc21,-7%,-19%,0%,-5%,9%,2%,-3.2%,-1%,-3%,-2%,4%
Cc1cccc(N2CCN(C(=O)c3ccc(CS(=O)(=O)c4ccccc4C)o3)CC2C)c1 (centres undefined),?,?,2%,-9%,-11%,-2%,2.5%[1.84 µM],7%,-2%,8%,32%
Cc1cccc(OCC2=NS(=O)(=O)c3ccccc3N2)c1,?,2%,-16%,3%,-3%,1%,-0.6%,-8%,0%,-11%,6%
COCCn1c(=O)c(-c2ccc(Cl)cc2)nc2cnc(OC)nc21,?,-12%,1%[11.4 µM],0%,-5%,3%[9.22 µM],1.2%,-1%,-5%,?,-2%
CC(C)c1nnc(NC(=O)CC(=O)Nc2ccccc2C(=O)O)s1,-7%,-11%,-18%,2%,-2%,2%,-0.5%[0.369 µM],.,4%,-8%,7%
Cc1cccc(NC(=O)c2ccc(NS(=O)(=O)c3c(C)noc3C)cc2)c1,1%,17%,1%,-3%,-1%,11%,-0.4%,1%,-1%,-6%,8%
CC1NC(=O)N(C)C2NC(=O)N(C)C(c3ccccc3)C12 (centres undefined),1%,33%[activator],1%,-1%,10%,2%,.,-4%,-8%,0%,4%
